Screening results deposited in PubChem BioAssay by National Center for Advancing Translational Sciences (NCATS).
hERG WT inh: inhibitors of human wildtype KCNH2 potassium channel; Q12809; U2OS, BacMam KCNH2, thallium flux FluxOr; hits give low values; activity change, % at 1.84 µM; 340,000 tested, 0.37% active;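 active = maximum activity change below -70%; inconclusive = maximum activity change between -70% and -50%; inactive = maximum activity change above -50%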
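U2OS cells were transduced with wild-type KCNH2 virus (2.03 x 10^8 / mL) for 4 h at room temperature, then cultured overnight at 37 C. Thallium flux was read with FluxOr dye. Rate constants were normalized to DMSO controls.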
BCR signal inh: blocks chronic active B-cell receptor signaling | 340,000 tested, 0.05% active | Potency, µM (doses to about 46.1 µM), without a hit: at the top dose ratio change, negative = lower green/red ratio, hits mostly inhibitors | ABC-DLBCL IkBa-CBG/CBR reporter, luminescence ratio, 4 h | AID 493014; active = well fitted inhibition curve with a large enough effect in the signal ratio, with a control signal flat, not every such curve was filed as active; inconclusive = small, poorly fitted or top-dose-only effect, or effect the other way, or a change in a side signal; the % refers to the signal ratio;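 note: potency is the fitted concentration of half-maximal effect; plate controls were basal doxycycline-induced cells for no effect and cells given 10 µM MG132 for full effect; MG132 reads +100%, hits lower the ratio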
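Compounds up to 46 uM were incubated four hours with TMD8 cells whose green CBG68 luciferase is fused to IkappaBalpha; red CBR luminescence normalised the signal, and concentration-effect curves were fitted to fusion, red and ratio data.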
GALK inh: inhibitors of human galactokinase; Purified GALK, Kinase-Glo residual ATP luminescence; Potency, µM (top dose mostly 57.5 µM), for inactives: at the top dose activity change, negative = inhibition, most hits filed as inhibitors; 270,000 tested, 0.007% active; AID 1868; note: potency is the fitted concentration of half-maximal effect
Target sequence (P51570 whole entry, looked up): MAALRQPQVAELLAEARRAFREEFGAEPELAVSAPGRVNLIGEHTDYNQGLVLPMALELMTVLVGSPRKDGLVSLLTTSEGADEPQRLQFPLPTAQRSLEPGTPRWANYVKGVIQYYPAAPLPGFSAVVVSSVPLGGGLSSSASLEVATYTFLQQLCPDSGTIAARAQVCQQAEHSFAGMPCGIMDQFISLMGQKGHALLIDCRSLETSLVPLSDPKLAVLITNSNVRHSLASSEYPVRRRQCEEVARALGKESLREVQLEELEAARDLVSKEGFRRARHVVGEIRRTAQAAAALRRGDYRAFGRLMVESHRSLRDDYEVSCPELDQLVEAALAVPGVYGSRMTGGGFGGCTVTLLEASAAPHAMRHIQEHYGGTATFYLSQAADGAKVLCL
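5 nM enzyme, 35 uM ATP, 100 uM galactose, 20 mM HEPES pH8.0, 5 mM MgCl2; 1 h RT; residual ATP by Kinase-Glo Plus luminescence, qHTS format.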
FBPA coupling cs: counter-screen for Giardia aldolase inhibitors: coupling enzyme system; coupling enzyme system counterscreen, AmpLite Red fluorescence; activity change, negative = inhibition, % at 58.2 µM, hits read low; AID 2472; 290,000 tested, 0.67% active; in the data active = activity change below about -30%
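Counterscreen lacking aldolase: glyceraldehyde-3-phosphate coupling-enzyme reagent preincubated 10 min at RT with compound (at 57.5 uM final), then substrate/coupling system with AmpLite Red added; fluorescence read at 525/598 nm after 20 min RT.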
Giardia killer: kills Giardia lamblia | Giardia lamblia trophozoite viability | AID 540267 | 340,000 tested, 0.15% active | activity change, % at 7.66 µM, hits read low; in the data active = activity change below about -80%; inconclusive = between about -30% and that limit;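 note: parasites exposed to compound for two days anaerobically before the ATP read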
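Viability, read as ATP luminescence: trophozoites at 100 cells/well, compound added, 48 hrs anaerobic at 37 deg C, then 15-30 min room-temperature development before reading.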
PKM2 activator: PKM2 (human) enzyme activation. P14618. 260,000 tested, 0.34% active. purified PKM2, Kinase-Glo ATP luminescence, activation; response scale: 0% is enzyme alone, no compound. AID 1631. Potency, µM (highest dose often 57.5 µM), inactives show top-dose activation, hits mostly activators; note: potency is the fitted concentration of half-maximal effect; nearly all actives have a fitted effect of over 55% in size
Target sequence (P14618 whole entry, looked up): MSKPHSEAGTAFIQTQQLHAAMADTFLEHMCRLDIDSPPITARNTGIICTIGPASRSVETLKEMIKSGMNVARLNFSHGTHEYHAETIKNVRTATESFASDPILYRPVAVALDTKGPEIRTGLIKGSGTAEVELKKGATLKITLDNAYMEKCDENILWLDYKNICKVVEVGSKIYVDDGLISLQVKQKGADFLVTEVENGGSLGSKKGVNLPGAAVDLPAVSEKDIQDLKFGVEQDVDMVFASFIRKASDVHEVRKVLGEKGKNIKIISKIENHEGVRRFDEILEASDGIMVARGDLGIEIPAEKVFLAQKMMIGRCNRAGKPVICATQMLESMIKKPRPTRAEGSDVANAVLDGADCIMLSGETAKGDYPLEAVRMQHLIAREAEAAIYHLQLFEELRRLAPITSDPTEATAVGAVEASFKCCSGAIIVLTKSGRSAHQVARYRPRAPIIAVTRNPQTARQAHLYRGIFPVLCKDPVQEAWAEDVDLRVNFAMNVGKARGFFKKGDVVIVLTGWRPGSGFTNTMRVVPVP
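Purified hPK-M2 (>95% pure) converted ADP (0.1 mM final) to ATP with 0.5 mM PEP in 50 mM imidazole pH7.2, KCl, MgCl2, Tween 20, BSA; 1 h at room temperature. ATP detected by Kinase-Glo luminescence.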
KCNH2 3.1 block: inhibitors of human KCNH2 3.1 potassium channel isoform. U2OS KCNH2 3.1, thallium flux FluxOr; hits give low values. activity change, % (tested at about 1.8 µM). 340,000 tested, 0.95% active. AID 720553;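 active = maximum activity change below -70%; inconclusive = maximum activity change from -70% to -50%; inactive = maximum activity change above -50%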;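 note: thallium influx rate constant from kinetic fluorescence after stimulation buffer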
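Steps: virus added to U2OS suspension (4 h, RT, dark); medium with 10% FBS added, cells plated, 37 C overnight; FluxOr/Red40 loading buffer 45 min RT; stimulation buffer, 2 min kinetic read; rate constant normalized.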
USP2a block: inhibitors of human ubiquitin-specific protease USP2a; USP2 core, Ub-CHOP2 coupled fluorogenic reporter, 485/531; Potency, µM (series often up to 38.3 µM), inactives show top-dose activity change, negative = inhibition, hits mostly inhibitors; 330,000 tested, 0.01% active;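 note: potency is the fitted concentration of half-maximal effect; plate controls were DMSO wells for no effect and full inhibition by NEM control for full effect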
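USP2 core (10nM final) preincubated 30min RT with compound in 20mM Tris-HCl pH 8.0, 2mM CaCl2, 2mM beta-mercaptoethanol, 0.05% CHAPS; 25nM Ub-CHOP2 plus 25nM reporter substrate added, fluorescence (Ex485/Em531) read after 60min.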
B2AR arrestin: agonists driving beta-arrestin recruitment to human beta2-adrenergic receptor; P07550; 330,000 tested, 0.02% active; Potency, µM (titrated, usually from 46.1 µM), inactives show at the highest dose activation, most hits filed as activators; beta-arrestin recruitment to beta2AR, cell-based reporter;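 note: potency is the fitted concentration of half-maximal effect; 0% = DMSO controls and full agonism = EC100 isoproterenol or metaproterenol; nearly all actives have a fitted effect of over 65% in size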
uPA surface inh: cell surface uPA generation inhibition; AID 540303; 330,000 tested, 0.31% active; Potency, µM (titrated, usually from 38.3 µM), without a hit: at the top dose activity change, negative = inhibition, actives largely listed as inhibitors; cell surface uPA generation assay, qHTS; active = well fitted inhibition curve with a large enough effect; inconclusive = small, poorly fitted or top-dose-only effect; inactive = no such curve, though single readings can be large or run the other way; tested in mouse RAW 264.7 cells; note: potency is the fitted concentration of half-maximal effect; nearly all actives have a fitted effect of over 55% in size
Eya2 inh: blocks the phosphatase activity of human Eya2 | AID 488837 | Potency, µM (titrated, usually from 76.9 µM), without a hit: top-dose activity, negative = inhibition, usual class: inhibitors | recombinant Eya2, OMFP fluorescence dephosphorylation (OMFP is methylfluorescein phosphate) | 330,000 tested, 0.006% active; note: potency is the fitted concentration of half-maximal effect
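Eya2 protein (added as 0.2 uM solution) was preincubated with compound for 10 min at ambient temperature in 50 mM HEPES pH 7.5, 50 mM NaCl, 5 uM MgCl2, 0.05% BSA, 1 mM DTT. OMFP (added at 50 uM) then reacted 10 min; fluorescence read at 485/525 nm.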
* hit, by the source's call; i = inactive; u = inconclusive; x = not tested or not shown; & = joins results of further samples; [ ] = dose if it differs, or a comment. Unless noted, calls come from the whole dose curve; as a rule, active = well fitted curve in the direction sought with a large enough effect; inconclusive = small, poorly fitted or top-dose-only effect, or another doubt; inactive = no such curve, though single readings can be large; an effect the other way counts as inactive or inconclusive. Unless noted, % is set by controls: 0 for no effect and ±100 for the full control effect.

SMILES	hERG WT inh	BCR signal inh	GALK inh	FBPA coupling cs	Giardia killer	PKM2 activator	KCNH2 3.1 block	USP2a block	B2AR arrestin	uPA surface inh	Eya2 inh
COCCOC(=O)c1c(C)oc2ccc(NS(=O)(=O)c3ccccc3)cc12	13	1%	-6%	2	-5	10%	-2	-1%	0.0%	-2%	-18%
CCOC(=O)/C(C#N)=C/c1cc2ccccc2nc1N1CCCCC1	-9	15%	-2%	0	12	5%	-25	4%	-0.1%	0%	0%
O=c1nc2ccc(Cl)cn2c2ccc(S(=O)(=O)N3CCOCC3)cc12	-15	-5%	16%	5	-14	6%	13	-2%	-0.8%	-1%	2%
CCOC(=O)c1cc(NC(=O)N(CC)CC)c(C)nc1C	-12	-11%	0%	-5	-3	-19%	9	-4%	-0.9%	x	2%
COc1ccc(-c2cc3c(=O)n(CC(=O)Nc4ccc(Cl)cc4)ncn3n2)cc1	2	2%	-4%	x	-13	x	39	0%	0.4%	-2%	5%
CCN(CC)CCNCC(O)(c1ccc(Cl)cc1)c1ccc(Cl)cc1	u	u	9%	3	4	-3%	-91*	-5%	0.3%	1%	-2%
COCCNc1cc(C)c(C#N)c2nc3ccccc3n12	-7	7%	2%	-2	-5	-6%	13	13%	0.1%	1%	10%
COc1ccc(CCN(CC(=O)NC2CCCC2)C(=O)Cn2nnc(-c3ccc(C)o3)n2)cc1OC	-4	-11%	4%	0	-5	1%	11	0%	-0.9%	-1%	-14%
N#CCCn1c(=S)[nH]c2ccccc21	-2	u	1%	-9	-11	1%	-2	0%	0.1%	6%	-31%
Cc1cc(C)cc(OCC(=O)N/N=C/c2ccc([N+](=O)[O-])o2)c1	15	-2%	3%	-7	-88*	1%	-4	0%	-0.1%	x	3%
Cn1c(CCNC(=O)c2ccco2)nc2cc(NC(=O)NC3CCCCC3)ccc21	2	5%	-2%	3	-12	-1%	7	1%	-0.2%	3%	0%
CCN1C(=O)C(CC(=O)Nc2ccc(OC)cc2)N(Cc2ccc3c(c2)OCO3)C1=S (configuration not stated)	-4	-7%	0%	-13	-9	15%	3	-4%	-1.0%	4%	3%
CC(=O)C(Sc1nc(-c2ccc(F)cc2)nc2c1c(=O)n(C)c(=O)n2C)C(C)=O	x	4%	-1%	-1	x	4%	x	1%	-0.6%	x	-3%
Cc1nn(Cc2ccc(F)cc2)c(C)c1NC(=O)c1cnn2c1NC(c1cccs1)CC2C(F)(F)F (configuration not stated)	4	u	1%	8	5	-6%	0	-1%	-0.1%	x	-10%
CC1(C)Cc2ccccc2-c2nc3n(c(=O)c21)CCCS3	1	5%	-1%	4	-10	2%	-15	0%	-0.1%	2%	4%
COc1ccc(S(=O)(=O)Nc2cc3c4c(c2)CCC(=O)N4CCC3)cc1	-13	-11%	x	x	1	x	4	-1%	0.3%	-2%	11%
COc1cccc(CNC(=O)c2nnn(CC(=O)Nc3cc(Cl)ccc3C)c2N)c1	-21	2%	-2%	0	-5	x	21	2%	0.2%	-7%	2%
CCOc1ccc(NC(=O)CC2C(=O)N(c3ccccc3)C(=O)N2CCOC)cc1 (configuration not stated)	2	-15%	0%	5	-9	8%	-23	0%	-0.1%	2%	10%
Nc1cccc(CN2CCCC2)c1	x	u	0%	0	26	0%	-31	-1%	-0.2%	6%	7%
COc1ccc(C(=O)OCC(=O)Nc2ccc3c(c2)OCO3)cc1S(=O)(=O)N1CCOCC1	1	-5%	x	x	4	x	-7	1%	0.2%	2%	-28%
CCOc1ccc(N(CC(=O)Nc2cccc(Cl)c2)S(=O)(=O)c2c(C)noc2C)cc1	4	u	1%	-1	u	-20%	1	-4%	-0.5%	u	-4%
CCOC(=O)c1nc(C)n(-c2ccc(Cl)cc2)n1	-5	u	-4%	1	-8	-7%	0	3%	0.0%	4%	13%
Cc1ccc(NC(=O)CN2C(=O)c3ccccc3S2(=O)=O)c(C)c1	2	4%	0%	-2	12	-3%	1	-2%	-0.3%	4%	-5%
COc1ccccc1-n1c(SCC(=O)NC2CCS(=O)(=O)C2)nc2ccccc2c1=O (configuration not stated)	5	-2%	x	x	6	x	-1	2%	-0.2%	9%	6%
Cc1ccc(S(=O)(=O)Nc2c(NC3CCCCC3)c3ccccc3oc2=O)cc1C	-5	u	-2%	x	8	x	-4	-1%	-0.1%	0%	-9%
CC(CN1CCCCC1)OC(=O)CCc1ccccc1 (configuration not stated)	3	4%	6%	1	-4	-11%	15	0%	-0.2%	1%	3%
NC(=O)C1CCN(C(=O)c2ccc(-c3ccccc3)cc2)CC1	2	-25%	-2%	0	2	2%	1	2%	-0.1%	-1%	-2%
CCCn1c(-c2cccnc2Cl)nc2cc(Cl)c(Cl)cc21	9	-4%	0%	2	17	0%	2	-2%	-0.1%	x	-1%
CCn1c(CSCc2ccc(C)cc2)nnc1SCC(=O)N1CCN(c2ccccc2)CC1	11	11%	2%	3	31[activator]	-3%	-19	0%	-0.8%	-12%	-12%
CN(C)C=NCCn1c(N2CCOCC2)nc2c1c(=O)n(C)c(=O)n2C	2	6%	1%	2	-1	5%	-3	4%	0.0%	1%	17%
CCOc1ccccc1C(=O)OCC(=O)Nc1nnc(-c2ccccc2)o1	-10	u	x	x	-5	x	-10	1%	-0.1%	-1%	-9%
CS(=O)(=O)c1ccccc1-c1csc(N2CCC(C(N)=O)CC2)n1	x	u	x	x	19	x	x	0%&4%	-0.3%&0.0%	-1%	4%&13%
N/C(=N\OC(=O)Cc1ccc(-c2ccccc2)cc1)c1ccncc1	-13	-6%	7%	2	5	1%	-19	-6%	0.1%	-4%	-4%
COc1ccc(CCNC(=O)C(C)OC(=O)c2nsc(Cl)c2Cl)cc1OC (configuration not stated)	-9	-15%	-1%	4	9	-2%	2	1%	-1.0%	9%	-9%
COc1ccccc1CNC(=O)CCC(=O)N1Cc2cccc(OC)c2Oc2ncccc21	-6	4%	-3%	x	-1	x	-4	-5%	0.8%	-8%	1%
CCN(CC)CCN(Cc1cc2ccc(C)cc2[nH]c1=O)C(=S)Nc1ccccc1C(=O)OC	-19	u	2%	0	16	-26%	-23	1%	-0.9%	-2%	6%
Cc1cccc(N2CCN(C(=O)COc3cc(=O)n(C)c4ccccc34)CC2)c1C	-37	-2%	-4%	0	-10	2%	2	0%	-0.3%	-2%	-1%
COC(=O)/C(=C1/Oc2ccc(C(C)(C)C)cc2S1)C(F)(F)F	-2	4%	x	-3	-3	-5%	-1	2%	-0.1%	17%	0%
O=C(c1ccc(Cl)c(S(=O)(=O)N2CCCC2)c1)N1CCCCC1	-2	6%	-2%	-1	-18	5%	-6	1%	-1.0%	-1%	2%
Cc1ccc(C(=O)Nc2cccc(C(F)(F)F)c2)cc1NC(=O)c1nccnc1N	-5&8	12%	4%	3	15	-2%	-8&9	0%	-0.1%	0%	3%
CC12CCC(C(=O)Nc3ccccc3)(C(Br)C1=O)C2(C)C (configuration not stated)	4	7%	x	0	8	-6%	12	0%	-0.7%	5%	6%
CCc1nc(NCc2cccnc2)c2oc3ccccc3c2n1	-2	-3%	4%	1	23	2%	-14	0%	-0.3%	-8%	-12%
Cc1ccc(NC(=O)CCNC(=O)c2ccc(Cl)cc2)cc1F	i	0%	-1%	3	6	0%	1	-1%	6.8%	3%	2%
CCC(CO)Oc1cc(NC(=O)c2ccccc2N)c2ncn(C(C)C)c2c1 (configuration not stated)	4	u	x	x	-19	x	10	2%	0.8%	26%	2%
CCc1ncc(CN2CCCC(C(=O)Nc3ccc(-c4cscn4)cc3)C2)cn1 (configuration not stated)	-7	u	7%	x	3	x	-7	0%	-0.7%	6%	10%
COc1ccc(OC)c(/C=N/NC(=O)c2c(C)nc3ccc(C)cn23)c1	-4	-12%	3%	-12	9	x	-1	0%	-1.6%	-23%	9%
CC(=O)NC1(c2ccccc2)CCN(CC(=O)N2CCC(C)CC2)CC1	5	0%	7%	2	7	1%	6	2%	0.5%	-4%	2%
COc1ccc(SC[C@H](CC(C)C)N2CCN(CCc3ccccc3)CCC2=O)cc1	-75*	-4%	4%	4	-3	0%	-106*	0%	-0.6%	u	-12%
CN(Cc1ccccc1)C(=O)COc1ccccc1Cl	-3	2%	x	-2	-16	x	0	-1%	-0.6%	-2%	-26%
O=C(Nc1ccc2c(c1)OCO2)c1c[nH]c(=O)n(-c2ccc(F)cc2)c1=O	4	-4%	4%	0	-12	1%	2	-1%	-0.2%	-2%	13%
COc1ccc(C2NC(C(=O)O)CS2)cc1COCC(F)(F)F (configuration not stated)	-13	-1%	-1%	1	-1	8%	21	0%	3.0%	x	5%
CC1(C)CC(=O)C=C(Nc2ccc(F)cc2)C1	0	-1%	0%	0	-12	1%	7	-2%	-0.3%	4%	4%
O=C(CN1C(=O)/C(=C\c2ccccc2F)SC1=S)Nc1nc2ccccc2s1	5	u	0%	-1	-5	-3%	-6	0%	-1.4%	1%	4%
